Compound activity deposited in PubChem BioAssay by several laboratories.
DTT redox prof = compounds producing H2O2 with reducing agent – biochemical, NIH compound library profiling, artefact control for MLSCN library redox annotation, primary screen | 200,000 compounds, 0.03% hits | activation, % at 10 µM | AID 878, 2007 | DTT-dependent redox cycling H2O2, phenol red/HRP absorbance; 100% = 100 µM peroxide control, 0% = buffer;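 active means activation of at least 50% relative to the plate's high and low controls in the primary single-dose screen; inactive means activation below 50%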;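 further: compound incubated with DTT at 0.8 mM final as the reducing agent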
TNAP inh hiacc = human TNAP enzyme inhibitors, primary screen, biochemical, luminescent, high phosphate acceptor level, uHTS | Alkaline phosphatase, tissue-nonspecific isozyme (Homo sapiens), P05186 | inhibition, % at 20 µM | purified TNAP, CDP-star luminescence, 1 M DEA | 200,000 compounds, 0.03% hits;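 active means over 50% inhibition of tissue-nonspecific alkaline phosphatase at 20 µM in the single-dose screen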;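 further: plate controls were DMSO wells for no effect and EDTA-quenched wells as full inhibition for full effect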
Target sequence (P05186 whole entry, looked up): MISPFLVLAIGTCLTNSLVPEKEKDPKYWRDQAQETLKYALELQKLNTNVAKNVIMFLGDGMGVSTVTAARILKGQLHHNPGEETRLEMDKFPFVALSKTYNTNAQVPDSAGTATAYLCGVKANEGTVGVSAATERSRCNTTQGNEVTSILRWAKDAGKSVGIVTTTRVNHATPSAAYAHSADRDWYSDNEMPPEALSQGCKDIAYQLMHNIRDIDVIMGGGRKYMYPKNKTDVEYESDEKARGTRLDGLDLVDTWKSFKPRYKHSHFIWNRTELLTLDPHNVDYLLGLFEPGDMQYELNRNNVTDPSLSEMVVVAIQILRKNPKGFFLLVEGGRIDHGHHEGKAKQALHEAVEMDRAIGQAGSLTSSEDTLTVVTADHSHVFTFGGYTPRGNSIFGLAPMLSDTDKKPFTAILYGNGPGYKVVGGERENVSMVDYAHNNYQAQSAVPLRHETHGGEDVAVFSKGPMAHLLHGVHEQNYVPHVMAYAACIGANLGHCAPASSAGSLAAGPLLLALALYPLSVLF
Efa HMGR inh = inhibitors of E. faecalis class II HMGR, primary screen, biochemical, Enterococcus faecalis. 190,000 compounds, 0.41% hits. HMG-CoA reductase (Enterococcus faecalis, mvaE). purified E. faecalis HMGR, NADPH absorbance 340 nm kinetic. inhibition, % at 10 µM. AID 1066, 2008;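 active means inhibition above a set limit, the median over all tested compounds plus 3 SD, cut at about 9.5% in these data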;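 further: enzyme runs in reverse so mevalonate oxidation gives rising NADPH absorbance; 0% = complete reaction with DMSO and 100% = background rate lacking mevalonate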
PMI act satM6P = human PMI activators, high substrate, primary screen, biochemical, fluorescence intensity, near-saturating mannose 6-phosphate; coupled PMI enzyme assay, resazurin fluorescence, 20 min; active compounds read high; 1 = untreated enzyme, 0 = substrate-free blank; activation factor at 20 µM; 190,000 compounds, 0.34% hits;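 active means activation factor of 2 or more at 20 µM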
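Test system: Human PMI in coupled enzyme assay | Input: 15 ng/mL PMI | Medium: HEPES-buffered pH 7.4 with magnesium and detergent | Compound: One concentration, 20 µM, in 1% DMSO | Incubation: Enzyme reaction with compound 20 min at room temperature | Detection: Diaphorase-driven resazurin-to-resorufin fluorescence, excitation 544, emission 590 nm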
Hsp70 activator = Hsp70 transcriptional activators, primary screen, cell-based, HeLa, Hsp70 promoter luciferase, luminescence, 10 µM; HeLa Hsp70 promoter luciferase reporter; scaled: vehicle 0, proteasome-inhibitor control 100%; 200,000 compounds, 0.04% hits; activation, % at 10 µM;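 active means activation above the mean across all tested compounds plus 3 SD, cutoff set per campaign, cut at about 5.5% in these data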;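 further: 100% = MG132 at 30 µM as the positive control and 0% = DMSO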
RAM inhibit = inhibitors of the yeast RAM network, primary screen, dse1pr::URA3 reporter, 5-FOA selection | S. cerevisiae dse1pr::URA3 reporter, 5-FOA growth OD615, 2 d; analog-sensitive cbk1-as2 kinase mutant strain | inhibition, % at 50 µM | 190,000 compounds, 1.8% hits;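 active means inhibition above a set limit, 3 SD over mean compound inhibition, cut at about 8.4% in these data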;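 further: 0% = DMSO-only wells with no growth and 100% = 10 µM 1-NA-PP1 full growth; inhibition rescues growth on 5-FOA so higher OD means more RAM inhibition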
PMI activator = activators of human PMI, primary screen, biochemical, fluorescence intensity, near-Km mannose 6-phosphate | Mannose-6-phosphate isomerase (Homo sapiens), P34949 | purified human PMI, coupled resazurin fluorescence, 20 min; active compounds read high; 1 = vehicle control, 0 substrate-free wells | activation factor at 20 µM | 190,000 compounds, 0.005% hits;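 active means activation factor of 2 or more at 20 µM, relative to plate controls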
TNAP inh no acc = human TNAP enzyme inhibitors, primary screen, biochemical, luminescent, no phosphate acceptor, uHTS. AID 1012, 2008. 200,000 compounds, 0.26% hits. Alkaline phosphatase, tissue-nonspecific isozyme (Homo sapiens), P05186. inhibition, % at 20 µM. purified TNAP, CDP-star luminescence, 30 min;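 active means tissue-nonspecific alkaline phosphatase inhibition above about 50% at 20 µM in the single-dose screen, limit read from the data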;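 further: 0% = DMSO negative control and 100% = EDTA positive control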
S1P3 antagonist = S1P3 receptor antagonists, primary screen, cell-based; AID 485, 2006; CHO S1P3 NFAT-BLA reporter, FRET fluorescence, antagonist mode; inhibition, % at 4.98 µM; Sphingosine 1-phosphate receptor 3 (Homo sapiens), Q99500; 170,000 compounds, 0.27% hits;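 active means inhibition above the plate cutoff, the mean inhibition of test wells on that plate plus 3 SD, cut at about 28% in these data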;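 further: cells challenged with S1P at its EC80 of 0.8 µM; blue over green emission ratio from cleaved BLA substrate after 4 h stimulation; 0% = S1P-stimulated wells and 100% = unstimulated DMSO-only wells; some compounds past the cut are filed as inactive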
Target sequence (Q99500 whole entry, looked up): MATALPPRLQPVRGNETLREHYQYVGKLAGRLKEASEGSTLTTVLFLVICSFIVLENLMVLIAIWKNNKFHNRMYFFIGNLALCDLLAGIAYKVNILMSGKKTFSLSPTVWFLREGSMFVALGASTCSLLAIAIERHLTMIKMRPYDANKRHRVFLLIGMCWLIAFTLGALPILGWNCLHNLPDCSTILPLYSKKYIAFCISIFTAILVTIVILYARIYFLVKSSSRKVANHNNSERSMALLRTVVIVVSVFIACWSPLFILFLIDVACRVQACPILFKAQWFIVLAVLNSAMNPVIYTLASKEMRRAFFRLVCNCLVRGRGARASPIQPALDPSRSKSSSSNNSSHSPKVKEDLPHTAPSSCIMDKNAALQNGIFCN
L major viab = Leishmania major promastigote growth inhibition, primary screen. Leishmania major promastigotes, resazurin fluorescence viability. inhibition, % at 10 µM. 200,000 compounds, 9% hits; in the data active means inhibition above about 50%;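 further: promastigotes grown with compound for 44 hours at 28 °C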
* = called active by the depositor; / = no result given.

entry	molecule	DTT redox prof	TNAP inh hiacc	Efa HMGR inh	PMI act satM6P	Hsp70 activator	RAM inhibit	PMI activator	TNAP inh no acc	S1P3 antagonist	L major viab
1	COC(=O)NC(=S)Nc1ccc(Oc2ccc(Cl)cc2Cl)c(Cl)c1	-4.6	-3	-4	0.9	0.2	3.9	0.9	-9	/	7
2	CCOC(=O)c1c(C)[nH]c(C(=O)COC(=O)c2cn(CC)c3nc(C)ccc3c2=O)c1C	/	-6	/	1	/	/	1.2	3	-1	/
3	Cc1ccc(-c2nc(NC(=O)c3ccc(S(=O)(=O)N(CCC#N)CCC#N)cc3)sc2-c2ccccc2)cc1	-0.4	-2	-1	1	-0.2	3.9	0.9	-13	6	18
4	COc1ccc(Cc2nnc(NC(=O)CSc3ccc(Cl)cc3)s2)cc1OC	0.8	-2	-4	1	-0.5	0.5	0.9	-7	10	-5
5	Nc1[nH]ncc1-c1ccc(Cl)cc1	0.0	-5	0	1	0.0	1.8	1	-19	-1	1
6	COc1cc(C(=S)N2CCOCC2)ccc1OS(=O)(=O)c1ccc(NC(C)=O)cc1	-0.1	7	1	1	-0.3	1.5	0.9	-10	5	6
7	Cc1ccc(CC2S/C(=C(/C#N)C(=O)N3CCOCC3)N(c3ccccc3)C2=O)cc1 (centres undefined)	0.7	-3	-4	1	0.1	1.2	1	-4	-4	-5
8	O=C(C[n+]1ccc(CCSc2ccc(F)cc2)cc1)c1ccccc1	-0.2	4	0	0.8	-0.2	0.1	0.9	10	5	6
9	CCOc1ccc2nc(NC(=O)c3cccnc3)sc2c1	-0.2	2	1	0.9	0.4	5.9	0.9	0	9	20
10	CC1CCCCC12NC(=O)N(CC(=O)NCCc1ccccn1)C2=O (centres undefined)	1.9	-3	-4	1.1	-0.4	2.1	1.1	-9	-6	-6
11	CC(C)c1noc2ncc(C(=O)c3cc(Cl)cc(Cl)c3O)cc12	0.2	-2	-3	1	-0.4	-0.1	1	-5	/	-2
12	CN(C)C(=O)C[n+]1cccc(/C=N/O)c1	-0.4	-1	1	1.1	-0.2	2.4	1	-10	-26	-2
13	COc1cccc(OCC(=O)O/N=C(\N)c2ccc(OC)c(OC)c2)c1	0.4	-2	4	1	-0.3	4.5	0.9	-8	-4	49
14	C=CCc1ccc(OCC(O)CO)c(OC)c1 (centres undefined)	0.4	-2	4	1	-0.6	1.8	1	-9	/	0
15	CCC(Sc1nc(=O)cc(N)n1-c1cccc(C)c1)C(=O)Nc1cc(C)on1 (centres undefined)	2.1	-6	0	0.9	-0.3	-0.3	0.9	-10	15	2
16	CCCCN(C(=O)CSc1nncn1-c1ccccc1OC)c1c(N)n(Cc2ccccc2)c(=O)[nH]c1=O	-0.3	-2	-5	1	-0.2	-1.9	1.1	-10	-3	1

Filtered by structure, the compounds so far with a cyano group
entry	molecule	DTT redox prof	TNAP inh hiacc	Efa HMGR inh	PMI act satM6P	Hsp70 activator	RAM inhibit	PMI activator	TNAP inh no acc	S1P3 antagonist	L major viab
3	Cc1ccc(-c2nc(NC(=O)c3ccc(S(=O)(=O)N(CCC#N)CCC#N)cc3)sc2-c2ccccc2)cc1	-0.4	-2	-1	1	-0.2	3.9	0.9	-13	6	18
7	Cc1ccc(CC2S/C(=C(/C#N)C(=O)N3CCOCC3)N(c3ccccc3)C2=O)cc1 (centres undefined)	0.7	-3	-4	1	0.1	1.2	1	-4	-4	-5

Further entries
entry	molecule	DTT redox prof	TNAP inh hiacc	Efa HMGR inh	PMI act satM6P	Hsp70 activator	RAM inhibit	PMI activator	TNAP inh no acc	S1P3 antagonist	L major viab
17	CN1CCN(C(N)=NC(=O)c2ccccc2)CC1	0.0	1	2	0.9	-0.2	1.2	1	-4	2	-8
18	CC(/C=C/c1ccccc1)=N\Nc1nc(C)cc(C)n1	-0.3	-2	2	1.5	-0.3	-0.4	1.4	-7	1	1
19	C/C(=N\NC(=O)COc1ccc(C(C)(C)C)cc1)c1ccc(N2CCOCC2)cc1	0.3	-6	2	1	-0.2	1.2	1	-5	12	74*
20	O=C(NCc1ccco1)C(c1ccccc1F)N(Cc1cccnc1)C(=O)Cn1nnc2ccccc21 (centres undefined)	-3.2	-7	-4	1.1	-0.5	0.0	1	-6	-10	-4
21	Cc1nn(Cc2ccccc2Cl)c(C)c1NC(=O)C1C2CCC(O2)C1C(=O)O (centres undefined)	0.8	-1	2	1	-0.4	0.4	0.9	-5	3	-5
22	Cn1c(=O)n(Cc2ccccc2)c(=O)c2c1nc(NCC1CCCO1)n2Cc1ccccc1 (centres undefined)	1.4	-3	-3	1	-0.4	2.1	1	-10	/	6
23	COc1cccc(/C=C/C(=O)OCC(=O)NCc2ccco2)c1OC	-0.4	-5	-2	0.9	-0.2	1.4	0.9	-8	6	-11
24	O=C(Oc1ccc([N+](=O)[O-])cc1)c1ccc(Cl)c(S(=O)(=O)N2CCCCC2)c1	0.4	4	-6	1.1	-0.1	2.5	1.2	-1	-14	57*
25	CCOC(=O)N1CCC(NC(=O)c2ccc(CS(=O)(=O)c3c(Cl)cccc3Cl)o2)CC1	-0.6	2	2	1	-0.2	3.0	1	-7	12	6
26	COC(=O)C(CCCCN1C(=O)C2C3C=CC(C3)C2C1=O)N1C(=O)C2C3C=CC(C3)C2C1=O (centres undefined)	0.9	-8	-3	1	-0.1	1.8	1	-2	-50	-7
27	COc1ccc(CCN(C)C(=O)CCc2nnc(-c3ccccc3)o2)cc1OC	-0.9	-3	1	1	0.1	0.5	1.1	-5	-17	8
28	O=C(Nc1ccc(F)cc1F)N1CCCC(c2nc(-c3ccc(F)cc3)no2)C1 (centres undefined)	-1.0	-7	1	0.9	-0.1	0.1	0.9	-10	-10	1
29	Cc1ccc(-c2nc(C(=O)NC3CCCCCC3)no2)cc1	-2.3	/	/	/	-0.2	/	/	/	-4	-8
30	COc1ccccc1C1/C(=C(/O)c2ccc(C)cc2)C(=O)C(=O)N1CCN1CCOCC1 (centres undefined)	0.2	-4	2	1.1	-0.2	-0.5	1.1	-10	-12	-3
31	N#CCSc1nnc(CNc2cccc(Cl)c2)o1	2.6	-10	0	1	-0.1	0.1	1.1	-12	7	-1
32	Cc1ccc(NC(=O)CCSCCC(=O)Nc2ccc(C)c(C)c2)cc1C	0.5	-1	-4	0.8	-0.4	9.8*	0.8	-6	/	-3
33	CC(C)(C)Sc1ccc2nc3c(n2c1)CCCC3	0.1	0	1	1	-0.7	0.5	1.1	0	2	16
34	COCCSc1ccccc1C(=O)Nc1nncs1	1.4	-6	2	1	-0.1	0.7	1	-10	-32	-4
35	COc1ccc(CCNC(=O)CSc2nc3c(c(=O)n(C)c(=O)n3C)n2C(C)C)cc1OC	-2.3	-2	0	0.9	-0.3	0.1	0.9	-8	-30	-4
36	O=C(Nc1ccccc1)NC1CCCCC1	0.6	-5	0	1	-0.1	-0.1	1	-23	/	2
37	Clc1ccc(OCCn2ccnc2)c(Br)c1	0.0	-9	7	1	-0.3	0.7	1	-5	/	31
38	CC(C)Cc1nc2n[nH]c(N)c2c2c1CCC2	-1.1	-3	0	1	-0.5	1.1	0.9	-7	/	3
39	O=C(COc1nnc2ccccn12)N1CCN(S(=O)(=O)c2ccccc2)CC1	4.1	/	/	/	-0.4	/	/	/	-8	9
40	COc1ccc(/C(C)=N/NC(=S)NCc2ccco2)cc1	-0.1	-6	-9	0.8	0.1	-0.4	0.9	-10	-3	5
41	O=C(/C=C/c1cccc([N+](=O)[O-])c1)NCCN1C(=O)S/C(=C\c2cccnc2)C1=O	-2.0	-1	2	1	-0.1	2.9	1	-5	-16	60*
42	Cc1cc(C)n(CCC(=O)N/N=C/c2ccc(O)cc2)n1	0.3	-4	-8	1.1	-0.6	2.2	1.1	22	-14	-10
43	CC1CCCC(C)N1CC(O)COc1ccc(Cl)cc1 (centres undefined)	-0.9	-7	1	0.9	-0.2	1.1	1	-14	12	48
44	O=C(C[n+]1cc(-c2ccccc2)n2c1CCCCC2)c1ccc(Cl)cc1	-0.2	-1	-2	0.9	-0.1	3.8	0.8	-4	-21	70*
45	Cc1nnc(SCC2=C(C(=O)O)N3C(=O)C(NC(=O)Cn4ncc(Cl)c4C)C3SC2)s1 (centres undefined)	-1.0	-3	-3	0.8	0.1	0.1	0.8	-15	-7	-4
46	CC(=O)c1cc(C#N)c(N2CCCC2)nc1C	0.2	-5	-1	1.1	-0.4	1.9	1.1	-12	-11	100*
47	O=S(=O)(NCC1CCCO1)c1ccc(-c2ccc(S(=O)(=O)NCC3CCCO3)cc2)cc1 (centres undefined)	0.0	-4	-3	1.1	0.1	0.6	1	-5	18	-4
48	CCC1(c2ccc(F)cc2)NC(=O)N(CC(=O)Nc2ccc(S(N)(=O)=O)cc2)C1=O (centres undefined)	-0.6	-3	5	1	-0.1	0.8	1.1	-15	2	-7
49	COc1ccc(C2COC(=O)C2=N)c(NC(=O)c2ccc(Cl)cc2)c1 (centres undefined)	-0.2	4	-7	0.9	-0.3	1.8	0.8	-8	5	-4

Outcome played no part in choosing rows (roughly 12% active in at least one column).
